Cardio protect – myocardial damage modulation in H9c2 cells. H9c2 cardiomyocytes, H2O2 injury protection, ATPLite, 2 h. protection from H2O2 cell death, % at 20 µM. 360,000 tested, 0.63% active;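 active means compounds giving at least 50% protection of heart cells from peroxide-induced death in the single-dose screen, raw or plate-pattern-corrected value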;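 further: 0% = DMSO wells with peroxide and 100% = DMSO wells without peroxide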
NR2E3 ag-1 – activates human NR2E3 receptor. Q9Y5X4. CHO-S Gal4-NCOR/VP16-NR2E3 two-hybrid, luciferase. inhibition of corepressor binding, % at 3.98 µM. 360,000 tested, 0.35% active. AID 602229;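 active means inhibition above the mean of all tested compounds plus 3 SD, cut at about 70% in these data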;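 further: 0% = DMSO with NR2E3 transfected cells and 100% = cells lacking NR2E3 construct; higher means lower luciferase signal from less NR2E3 corepressor binding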
Target sequence (Q9Y5X4 whole entry, looked up, the tested form may be a part): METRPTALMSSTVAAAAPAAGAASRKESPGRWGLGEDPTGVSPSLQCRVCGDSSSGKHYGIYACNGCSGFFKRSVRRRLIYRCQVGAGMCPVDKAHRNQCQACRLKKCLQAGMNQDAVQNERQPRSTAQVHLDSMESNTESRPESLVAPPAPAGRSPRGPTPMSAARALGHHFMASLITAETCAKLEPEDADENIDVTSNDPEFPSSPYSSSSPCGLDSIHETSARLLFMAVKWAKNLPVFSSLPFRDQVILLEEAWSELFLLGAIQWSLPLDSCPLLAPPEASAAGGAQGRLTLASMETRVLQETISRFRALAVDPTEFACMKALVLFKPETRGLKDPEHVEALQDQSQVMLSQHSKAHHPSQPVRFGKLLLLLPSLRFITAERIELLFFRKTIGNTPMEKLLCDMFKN
HIF-2a block – blocks HIF-2a reporter activity | 786-0 RCC cells HIF-2a reporter, luciferase luminescence, overnight | inhibition, % at 18.8 µM | 360,000 tested, 0.72% active;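 active means inhibition of the luminescence signal of 40% or more relative to plate controls, in a single-dose primary screen at 18.75 µM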
iPSC survival up – increases survival of single human iPS cells; hiPSC single-cell survival, ATPlite luminescence; 100% = ROCK inhibitor wells, 0% = DMSO; survival enhancement, % at 20 µM; 360,000 tested, 0.044% active; in the data active means survival enhancement above about 18%;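 further: cells exposed to compounds for 16 hours before the ATP read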
TRPM1 prom inh – MITF TRPM1 promoter inhibition in SK-MEL-5 cells; SK-MEL-5 TRPM1 promoter luciferase, 24 h; inhibition, % at 12.5 µM; 330,000 tested, 0.83% active;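 active means mean inhibition across replicates of 60% or more, whatever share of single replicates reaches that level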; further: values of inactives mirror those of a sister screen read the other way
NR2E3 ag-2 – agonists of human nuclear receptor NR2E3; GST-NR2E3/biotin-RetCOR TR-FRET, 1536-well; AID 2300; Q9Y5X4; 320,000 tested, 0.12% active; inhibition of corepressor binding, % at 4.78 µM;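 active means percent inhibition above the cutoff of mean plus 3 SD of all tested compounds, set per screening campaign, cut at about 20% in these data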;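 further: 0% = DMSO wells and 100% = biotin wells as full block of FRET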
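Assay system: NR2E3–RetCOR corepressor complex. Quantity: 1.35 nM GST-NR2E3. Buffer or medium: pH 7.5 Tris-based buffer. Reagent: biotinylated RetCOR corepressor at 7 nM final. Schedule: 5 h at 4 °C. Detection: TR-FRET, emission read at 617 and 671 nm. Replicates: one well per compound, singlicate testing.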
PDI inh – PDI (human) enzyme inhibition; P07237; PDI insulin aggregation turbidity, A650, 90 min; inhibition, % at 10 µM; 350,000 tested, 0.052% active;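 active means mean inhibition across replicates of 30% or more, whatever share of single replicates reach that level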;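 further: absorbance from insulin aggregation driven by PDI reduction with DTT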
Shn3 inh set2 – reduces Shn3 3'UTR luciferase signal in osteoblasts. Clone20 osteoblast Shn3 3'UTR firefly luciferase, 24 h. inhibition, % at 12.5 µM. 360,000 tested, 0.52% active;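 active means mean inhibition of at least 75% with every replicate also reaching 75%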;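 further: 0% = median of neutral control wells and 100% = pilot-screen positive control compound; some compounds past the cut are filed as inactive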
Peg3 promoter – inhibitors of Peg3 promoter; 360,000 tested, 1.7% active; HeLa PEG-Prom luciferase reporter, luminescence, overnight; inhibition, % at 20 µM;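 active means inhibition of at least 50% at 20 µM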
HTR2A ag – agonists of mouse serotonin 5-HT2A receptor (HTR2A). P35363. 360,000 tested, 0.66% active. AID 624169. activation, % at 7.6 µM. CHO-K1 mHTR2A beta-arrestin complementation, luminescence; percent of 30 µM serotonin response;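 active means activation above a run cutoff, the mean activation of all tested compounds plus 3 SD, cut at about 14% in these data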;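 further: 0% = plate median of compound wells and 100% = 30 µM serotonin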
CaV13 FRET inh – Primary screen for inhibitors of IQ motif and Ca2+-dependent inactivation inhibitor domain binding in CACNA1D, Förster resonance energy transfer in living cells, …. HEK cells, CFP/YFP FRET ICDI-IQ, plate reader, 10 min; percent FRET-ratio fall versus neutral wells. inhibition, % at 12.3 µM. 340,000 tested, 0.098% active. AID 743397;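 active means mean replicate inhibition of at least 30% and at least 1% of replicates passing that level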;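 further: 0% = median of the neutral control wells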
The depositor's hits bear a star; x = not tested or not shown. No enrichment for hits, and some 3.9% of all compounds hit somewhere here.

SMILES	Cardio protect	NR2E3 ag-1	HIF-2a block	iPSC survival up	TRPM1 prom inh	NR2E3 ag-2	PDI inh	Shn3 inh set2	Peg3 promoter	HTR2A ag	CaV13 FRET inh
CCc1ccc(NC(=O)c2ccc(NC3=NC4CS(=O)(=O)CC4S3)cc2)cc1 (stereo not given)	-4	-18	-52	0.1	-15	-1	1	-4	-90	10	-13
CCn1cc(C(=O)N[C@H](C(=O)NC(C)(C)CO)C(C)C)c(=O)c2cc3c(cc21)OCO3	0	-28	20	-0.5	-9	1	4	13	-2	12	-19
CC(C)(C)n1cnc2cc(NS(=O)(=O)c3ccccc3)ccc21	-12	-8	-67	5.1	-19	1	-1	-17	-51	3	-1
Cc1c(C)c(C)c2[nH]c(=S)[nH]c2c1C	-2	-21	12	-0.3	11	5	6	1	39	2	-4
C=C(C)C1CC=C(C)/C(=N/NC(=O)COc2ccc(Cl)cc2)C1 (stereo not given)	-4	-19	15	5.4	16	-4	2	-21	32	-1	-2
CC(CCc1ccccc1)NC(=O)COC(=O)c1cccn1C (stereo not given)	-9	-4	-3	-1.9	4	4	8	10	-3	-1	-3
CCn1c(=O)n(CC)c2cc(S(N)(=O)=O)c(C)cc21	-5	20	4	5.2	-2	-2	3	-6	-6	-2	-6
CCCOc1ccc(/C=C/c2c([N+](=O)[O-])c(=O)n(C)c(=O)n2C)cc1	2	5	22	-0.2	15	-7	1	-8	9	1	-89
Cn1cc(CC(=O)N2CCN(c3ccc(Cl)cc3)CC2)c2ccccc21	-18	0	8	1.5	16	0	4	7	23	-4	x
CCOC(=O)C1CCN(S(=O)(=O)c2c(C)[nH]c(C)c2C(=O)N2CCCC2)CC1	0	-14	4	-0.6	-20	0	5	4	-3	-5	-2
COC(=O)c1c(NC(=O)CN2CCC3(O)CCCCC3C2c2cc(OC)ccc2OC)sc(C)c1C (stereo not given)	10	1	11	-1.8	15	2	-2	74	23	2	-5
O=C(CN1C(=O)c2ccccc2S1(=O)=O)Nc1ccccc1C(=O)NCc1ccco1	12	-8	6	-0.6	0	-2	21	7	-3	5	1
CC(=O)Nc1cc(-c2ccc(C(=O)N3CCOCC3)cc2)cn2c(-c3cccc(C(C)=O)c3)cnc12	40	-3	19	-2.2	x	x	-5	8	18	0	-6
Cc1cccc(OCC(=O)NCCNC(=O)c2ccco2)c1	-1	-8	1	0.0	19	8	7	9	18	10	-3
Cc1ccc(C(=O)O)cc1NC(=O)c1cccs1	2	-1	8	-1.9	6	0	-8	-1	4	3	-4
O=c1nc2n(c3cc(Cl)c(S(=O)(=O)N4CCOCC4)cc13)CCCCC2	4	-25	5	0.3	1	-1	6	-1	5	4	x
CC(C)CNC(=O)c1[nH]c(C(F)(F)F)nc1-c1ccccc1	6	0	0	-2.1	x	x	x	15	7	6	-4
S=C(N/N=C/c1ccc(Cl)cc1)N1CCOCC1	13	-63	-138	0.7	-45	1	1	-53	-164	0	-4
C=CCn1c(SCC(=O)NC2CCCCC2)nc2ccccc2c1=O	-1	-7	4	0.3	17	1	6	8	7	1	-2
CN1/C(=C\C=O)C(C)(C)c2ccccc21	-23	-2	20	0.7	0	-1	1	19	7	-3	2
O=C(CN1C(=O)NC2(CCOc3ccccc32)C1=O)c1ccc(Cl)cc1 (stereo not given)	7	-12	11	-0.5	-1	0	2	3	8	-1	-5
CC(C)C(=O)Nc1ccc(C(=O)NC2CCSC2=O)cc1 (stereo not given)	-1	-13	-18	2.9	-3	0	-1	-1	2	8	-4
Cc1cccc(C)c1NC(=O)CN(C)C(=O)CC1Sc2ccccc2NC1=O (stereo not given)	-2	-33	-14	-0.1	17	2	0	-11	-4	-2	-13
COc1ccc(C(=O)NCCCOc2cccc(NC(C)=O)c2)cc1	-2	3	-21	-0.7	-4	3	0	-3	-13	1	-21
CC1CCN(C(=O)CSc2nnc(Cc3cc(=O)[nH]c(=O)[nH]3)n2-c2ccc(Cl)cc2)CC1	-4	-7	9	3.3	2	2	x	4	8	-1	0
COC(=O)N(C)c1nc2ccccc2s1	6	-43	-178	1.5	-35	-3	2	-57	-110	-8	-5
CC1CCN(S(=O)(=O)N2CCC(C(=O)NCCC3=CCCCC3)CC2)CC1	-2	3	11	-0.8	1	-1	2	9	29	0	1
O=C(Nc1cccnc1)C1CCN(S(=O)(=O)c2ccc(Cl)cc2)CC1	4	-14	16	0.5	4	-3	2	-10	4	2	-6
CCOC(=O)c1c(C)[nH]c(C(=O)COC(=O)CCSc2ccccc2)c1C	2	-98	-204	0.5	-22	1	-16	-51	-194	0	-7
O=C(Nc1ccc(-n2nncc2-c2ccco2)cc1)c1cc2ccccc2oc1=O	-5	-53	-35	-2.7	-17	-3	2	-30	-38	0	x
Cc1cccc(-n2nnc3c(=O)n(CC(=O)Nc4cc(C)on4)cnc32)c1	0	-7	7	-0.2	6	2	2	0	19	2	2
Cc1ccc2c(c1)-c1ccccc1S(=O)(=O)N2	3	12	19	0.4	-5	-6	-1	1	9	-2	-5
O=C(Nc1ccc(S(=O)(=O)N2CCCC2)cc1)c1ccccc1	0	6	-23	0.0	-13	-6	3	-7	-15	-6	-5
NC(=O)c1ccccc1OCC(=O)N1CCCC1c1ccc2c(c1)OCCCO2 (stereo not given)	26	-7	8	-0.4	3	x	-3	0	-3	-3	-6
CC(=O)NCc1ccc(S(=O)(=O)NC(C)CCc2ccccc2)cc1 (stereo not given)	-7	4	8	-0.7	9	0	-10	-41	17	-9	-3
Cc1ccc(C)c(N2CCN(C(=O)c3cc4ccccc4oc3=O)CC2)c1	-6	-28	-7	0.0	x	0	x	9	-4	3	-6
CC(=O)Nc1cc(C(=O)N2CCCC2)ccc1Sc1ccc(Cl)cc1	6	-9	-1	-0.2	30	-1	0	-37	9	5	-10
O=C(CN1C(=O)COc2ccccc21)N(Cc1cccnc1)Cc1cccc(F)c1	19	-5	14	-3.1	4	1	-6	-2	14	-1	-3
Nc1ccc(C(=O)NCc2ccccc2)cc1	-2	28	-5	-0.3	1	-1	0	x	1	6	-5
O=S(=O)(Nc1ccc(O)c2ncccc12)c1ccccc1F	60*	-18	-139	-3.2	x	x	-6	-52	-19	3	-5
COc1ccc(Oc2nc(-c3cccnc3)nc3ccccc23)cc1	3	-39	1	0.5	-11	-1	-6	-8	11	1	2
O=C(COc1ncnc2cc([N+](=O)[O-])ccc12)NCCc1ccc(Cl)cc1	-6	-9	12	0.1	20	3	-3	20	-4	-1	-6
COc1ccc(CC(=O)Nc2ccc(S(=O)(=O)NCC3CCCO3)cc2)cc1 (stereo not given)	-11	1	6	-2.5	10	2	-4	55	-4	-1	-6
Fc1ccc(Nc2ccnc(C(F)(F)F)c2)cc1	-4	-19	0	3.5	-3	-1	-3	11	-4	-11	-5
COc1cccc(SCc2noc(C(=O)NC(C)C)c2C(=O)NC(C)C)c1	1	6	9	0.0	0	2	-13	8	-7	6	-5
COc1cc(C(=O)N/C(=C/c2ccc(F)cc2)C(=O)NC(C(=O)O)c2ccccc2)cc(OC)c1OC (stereo not given)	3	-5	13	-0.4	0	-2	-2	-7	4	3	-3
CCN1CCN(CC(=O)Nc2ccc(C)c(Br)c2)CC1	6	-6	7	0.6	3	2	-5	0	10	-7	-4
Cn1c(CC(=O)Nc2ccccc2)nnc1SCC(=O)NC1CCCC1	4	6	11	0.0	8	5	7	6	7	4	-2
CN(Cc1ccccc1)C(=O)COC(=O)c1ccc2c(c1)OCO2	6	-31	-15	-1.1	-10	4	5	-16	-117	-7	x

Assay outcomes from PubChem BioAssay.
